Bioassay records from PubChem BioAssay.
WRN helicase inh: inhibitors of human WRN helicase; Q14191; WRN helicase unwinding, fluorescent forked duplex, kinetic; Potency, µM (top dose mostly 114 µM), for inactives: at the top dose activity change, negative = inhibition, usual class: inhibitors; 360,000 tested, 0.46% active; AID 651768; also: potency is read from the fitted curve at half-maximal effect; % is scaled to controls: 0 for no effect and ±100 for the full control effect; nearly all actives have a fitted effect of over 55% in size
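WRN at 20 nM final preincubated with compound 15 min at room temperature; reaction started with 100 nM fluorophore/quencher forked duplex oligonucleotide and 2 mM ATP final. Unwinding followed kinetically by red fluorescence (ex 525, em 598 nm).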
GLP1R cytotox: cytotoxicity in counter-screen for GLP-1R inverse agonists; HEK293 cAMP-luciferase reporter cells, luminescence, 24 h; Potency, µM (top dose mostly 38.3 µM), without a hit: top-dose activity change, negative = inhibition, hits mostly inhibitors; 410,000 tested, 0.13% active; AID 624418;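 also: loss of luciferase light is scored as toxicity; potency is read from the fitted curve at half-maximal effect; % is scaled to controls: 0 for no effect and ±100 for the full control effect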
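MLSMR compounds, 24 hr on cells at 37 deg C/5% CO2; luminescence after luciferase reagent (12 min RT). Inhibition counted as the undesired cytotoxic outcome.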
IL2 activator: activators of IL-2 | IL-2 activation reporter assay, cell-based qHTS; stimulated with anti-CD3/CD4/CD28 beads; in transgenic mouse T cells | activation, % (series mostly up to about 46 µM) | 360,000 tested, 0.065% active; in the data active = activation above about 50%; inconclusive = mostly about 30% to 49%; also: 0% is about no effect
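Unstimulated transgenic mouse T cells preincubated 60 min with compound, then stimulated with anti-CD3/anti-CD4-coated beads plus anti-CD28 for 18 h at 37 degrees C. IL-2 response read as EGFP and DsRed fluorescence by plate cytometry.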
DRD3 agonist: activates the human D3 dopamine receptor | max activation, % | 410,000 tested, 0.58% active | P35462 | AID 652048 | D3R DiscoveRx beta-arrestin cells, luminescence, 90 min; in the data active = max activation above about 30%; also: 0% is about no effect; mostly tested at two doses, the higher about 12 µM
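Cells at 1500/well, incubated overnight, then treated with pinned compounds (dopamine as control) for 90 min at 37 degrees C. DiscoveRx reagent added for 30 - 60 minutes at room temperature; luminescence read.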
DRD3 antagonist: antagonists of human D3 dopamine receptor; P35462; D3R cells, DiscoveRx beta-arrestin luminescence, antagonist mode; stronger effect = lower value; max response, negative = inhibition, %; 360,000 tested, 2.5% active; AID 652054; in the data active = max response below about -50%; inconclusive = no clear call, values can overlap the other calls; also: % is scaled to controls: 0 for no effect and ±100 for the full control effect; mostly tested at two doses, the higher about 12 µM
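Cells plated overnight at 1500 cells/well, then exposed to library compounds with dopamine controls for 90 minutes at 37 degrees C. DiscoveRx reagent added for 30–60 minutes at room temperature; luminescence read, quantitative HTS format.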
PLK1 PBD block: blocks phosphopeptide binding to human PLK1 polo-box domain; Plk1 PBD binding of FITC phosphopeptide, fluorescence polarization; Potency, µM, for the others: max response, negative = inhibition, actives largely listed as inhibitors; 360,000 tested, 2.8% active; AID 720504; also: potency is read from the fitted curve at half-maximal effect; series mostly up to about 57 µM; % is scaled to controls: 0 for no effect and ±100 for the full control effect; nearly all actives have a fitted effect of over 65% in size
GLP-1R agonist: activates the human GLP-1 receptor; Potency, µM (series often up to 45.6 µM), for inactives: at the highest dose activation, usual class: activators; AID 624172; 380,000 tested, 0.007% active; HEK293 GLP-1R CRE-luciferase, luminescence, 4-6 h; cells express a hypersensitive GLP-1R form; also: potency is read from the fitted curve at half-maximal effect; % of control where 0% means no effect
Target sequence (P43220 whole entry, looked up): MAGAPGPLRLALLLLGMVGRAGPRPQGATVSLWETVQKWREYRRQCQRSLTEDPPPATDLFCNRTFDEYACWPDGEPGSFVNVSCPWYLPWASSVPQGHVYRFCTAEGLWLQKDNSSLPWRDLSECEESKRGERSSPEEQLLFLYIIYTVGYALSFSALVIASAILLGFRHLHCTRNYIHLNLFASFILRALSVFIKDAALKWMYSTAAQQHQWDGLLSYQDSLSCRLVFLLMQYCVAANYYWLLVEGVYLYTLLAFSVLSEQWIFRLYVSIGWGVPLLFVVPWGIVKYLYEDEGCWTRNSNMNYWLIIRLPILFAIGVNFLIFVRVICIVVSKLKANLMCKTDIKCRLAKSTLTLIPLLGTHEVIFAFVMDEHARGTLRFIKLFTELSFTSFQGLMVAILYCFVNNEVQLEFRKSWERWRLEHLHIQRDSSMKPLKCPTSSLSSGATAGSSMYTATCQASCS
GLP1R inv ag: acts as inverse agonist at human GLP-1 receptor; P43220; HEK293 GLP-1R CRE-luciferase, luminescence, 24 h; GLP-1R form is constitutively active; Potency, µM (top dose mostly 38.3 µM), for the others: at the highest dose activity change, negative = inhibition, usual class: inhibitors; 410,000 tested, 1.6% active; AID 624417; also: potency is read from the fitted curve at half-maximal effect; % is scaled to controls: 0 for no effect and ±100 for the full control effect; nearly all actives have a fitted effect of over 55% in size
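Cells are plated, allowed 12 hours at 37 deg C, then treated with compounds for 24 hr before luciferase detection reagent is added and luminescence is read after 12 min at room temperature. The HEK293 line carries constitutively active GLP-1R with a cAMP-responsive reporter.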
PI5P4Ka inh: blocks human PI5P4K alpha kinase activity; max response, %; AID 652105; PI5P4Kalpha enzyme, ADP-Glo luminescence, 60 min; stronger effect = lower value; 330,000 tested, 1.2% active; active = max response of -50% or lower; inconclusive = between -30% and -50%; inactive = -30% or higher; also: value at the top dose of about 77 µM; % is scaled to controls: 0 for no effect and ±100 for the full control effect
Target sequence (P48426 whole entry, looked up): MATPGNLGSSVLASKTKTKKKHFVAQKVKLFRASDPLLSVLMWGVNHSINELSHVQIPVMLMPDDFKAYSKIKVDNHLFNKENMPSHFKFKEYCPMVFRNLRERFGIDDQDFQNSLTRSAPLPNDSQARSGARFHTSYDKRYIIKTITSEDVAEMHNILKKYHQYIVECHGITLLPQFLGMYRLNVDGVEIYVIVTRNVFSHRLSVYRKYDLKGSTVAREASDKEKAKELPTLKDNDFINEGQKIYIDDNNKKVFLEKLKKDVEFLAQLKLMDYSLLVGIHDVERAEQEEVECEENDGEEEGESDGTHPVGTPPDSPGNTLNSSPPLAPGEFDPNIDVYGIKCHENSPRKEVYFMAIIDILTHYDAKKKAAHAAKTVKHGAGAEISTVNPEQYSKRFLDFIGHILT
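ADP-Glo luminescence end-point read after a 60 min room-temperature kinase reaction of PI5P4Kalpha plus substrate, initiated with ATP at 5 microM final. Buffer: 0.038 M HEPES pH 7.4, EGTA, 0.1% CHAPS, 5% DMSO.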
* hit, by the source's call; ? = inconclusive; . = not tested or not shown; [ ] = another dose, or the depositor's remark. Unless noted, calls follow the shape of the dose curve; as a rule, active = well fitted curve in the direction sought with a large enough effect; inconclusive = small, poorly fitted or top-dose-only effect, or another doubt; inactive = no such curve, though single readings can be large; an effect the other way counts as inactive or inconclusive. Compounds as they come; any-hit rate near 7.8%.

SMILES	WRN helicase inh	GLP1R cytotox	IL2 activator	DRD3 agonist	DRD3 antagonist	PLK1 PBD block	GLP-1R agonist	GLP1R inv ag	PI5P4Ka inh
Cc1ccc(CNC(=O)C2CCCN(c3ncnc4c3nc3n4CCCCC3)C2)cc1 (configuration not stated)	-6%	5%	0.3	-3	-14	-7%	-2%	?	-6
CN(C)C1=NC[C@H](Cc2ccccc2)N1CC1CCCC1	3%	0%	-0.6	-4	-1	-17%	-12%	-9%	2
CN1C(=O)c2ccc(C(=O)NCc3ccccn3)cc2C1=O	1%	1%	-3.8	-4	-3	3%	-2%	4%	3
COc1ccccc1N1CCN(/N=C\c2cccnc2)CC1	1%	-9%	-1.0	-7	-9	-4%	-6%	-8%	0
O=[N+]([O-])c1cccc(Nc2c3ccccc3nc3ccccc23)c1	-23%	.	0.0	-25	-3	-11%	5%	53%[activator]	11
Cc1c(NC(=O)CSCc2ccc(Cl)cc2Cl)cccc1C(=O)O	7%	8%	-0.3	5	-1	-3%	-5%	1%	-2
COc1cc(C(=O)Nc2cc(S(=O)(=O)N3CCOCC3)ccc2N2CCN(C)CC2)cc(OC)c1OC	-8%	13%	-0.4	-12	-4	-2%	-1%	38%[activator]	6
O=C(Nc1cccc(NC(=O)c2ccc3c(c2)OCO3)c1)c1ccccc1	-10%	-1%	2.4	-1	12	-2%	11%	-36%	2
O=C(NNc1nc2c(F)cccc2s1)c1cc(=O)c2ccccc2o1	-19%[57.1 µM]	-18%	-0.9	0	?	-5%	-1%	-28%	-51*
CCCCC1CCC(C(=O)Nc2ccc(S(=O)(=O)Nc3nccs3)cc2)CC1 (configuration not stated)	-9%	6%	-2.2	5	14	?	-9%	?	.
CSc1nc(N2CCOCC2)c2c3c(sc2n1)CCCC3	-5%	-1%	0.0	16	0	-8%	?	?	-1
CCCC1(C)SC(NC(C)=O)=NN1C(C)=O (configuration not stated)	-7%	4%	2.1	-1	-16	-1%	4%	7%	-2
CCN(CC)c1ccc(C2C(C(N)=O)=C(C)Nc3nc(SCc4ccccc4)nn32)cc1 (configuration not stated)	.	0%	.	6	.	.	2%	7%	.
Cc1cc(NS(=O)(=O)c2ccc(NC(NC(=O)C(C(F)(F)F)C(F)(F)F)(C(F)(F)F)C(F)(F)F)cc2)no1	?	-6%	4.6	0	12	6µM*	-4%	0%	?
COc1cc(/C=N/NC(=O)C(=O)/C=C2\NC(C)(C)Cc3ccccc32)ccc1O	-5%	-29%	5.7	1	22	?	14%	2%	-13
CCCNC(=O)c1ccc(-c2nc3ccccc3s2)s1	-16%	23%	1.4	-7	3	3%	-20%	?	-11
COc1ccc(CNC(=O)C(=O)NCC2OCCN2S(=O)(=O)c2ccccc2)cc1 (configuration not stated)	-2%	0%	-1.2	-4	-19	6%	2%	7%	2
CCOC(=O)c1sc(NC(=O)c2cccc(S(=O)(=O)N3CCN(C)CC3)c2)cc1C	-22%	-30%	0.6	0	-29	-13%	6%	?	-1
COc1ccc(-c2nnc(SCC(=O)c3cccs3)n2-c2ccc(Cl)cc2)cc1	-11%	-24%	-0.1	1	-18	-6%	18%	?	-2
Cc1cccc(N2CCN(C(=O)Cn3ccc4ccccc4c3=O)CC2)c1C	2%	-24%	-3.6	1	1	-10%	-6%	?	0
O=[N+]([O-])c1cccc(S(=O)(=O)Nc2ccc(-c3ccc(N4CCCC4)nn3)cc2)c1	-21%	-14%	-0.4	3	4	-3%	0%	9%	-1
CCN1C(=O)N[C@@H](CCc2ccccc2)[C@H](C(=O)OC)[C@H]1C	-1%	-4%	0.8	-8	29	-7%	4%	12%	2
Cc1ccc(OCCSc2nc3ccccc3n2CCC(=O)O)c(C(C)C)c1	-5%[11.6 µM]	-5%	-2.6	-4	-52*	-16%	-6%	7%	-6
O=C(NN=C1CCCC1)c1n[nH]c2c1CCCC2	9%	-28%	-2.4	-9	?	-11%	6%	?	-7
Cc1cccc(N/C(N)=N/c2nc(C)cc(=O)[nH]2)c1	-1%	-4%	-4.3	8	15	2%	1%	31%[activator]	0
CCOCCCNC(=O)c1ccccc1NC(=O)C1=C(C)OCCS1	-3%[57.1 µM]	5%	0.1	-1	3	-13%	-7%	4%	4
COC(=O)C1=C(C)OC(N)=C(C#N)C1c1cc2cc(C)ccc2nc1Cl (configuration not stated)	3%	-27%	-2.5	-2	3	-8%	-4%	9%	-2
S=C(NCCc1ccc(Cl)cc1)NCc1ccccc1	1%	?	0.5	-20	?	-19%	-7%	?	-3
O=C(COc1ccccc1/C=C1\SC(=O)NC1=O)Nc1ccc(F)cc1	-19%[57.1 µM]	-18%	0.5	1	8	?	1%	-24%	?
COc1ccc(NC(=O)CCC(=O)N2CCCC2)c([N+](=O)[O-])c1	4%	6%	3.6	3	1	-3%	1%	17%	2
CCOC(=O)N(C)C[C@@H]1OCc2cnnn2CCCC(=O)N([C@H](C)CO)C[C@@H]1C	1%	-7%	-1.7	-5	-2	4%	-4%	0%	2
Oc1cc2ccccc2nc1-c1ccccc1Cl	6%[57.1 µM]	3%	-0.5	-9	1	2%	5%	15%	1
O=c1c(Cl)c(N2CCCCC2)cnn1-c1nc2ccccc2[nH]1	-2%	4%	-1.1	6	40	-1%	-12%	-10%	-7
Cc1ccccc1C(=O)NC1CCN(CC(=O)Nc2c(C)cccc2C)CC1	-4%	-7%	-1.8	6	-11	-11%	-3%	17%	2
O=C(Nc1ccccc1)c1ccc(NCC2CCCO2)c(S(=O)(=O)N2CCOCC2)c1 (configuration not stated)	-9%	-15%	-2.4	4	18	0%	-2%	-12%	9
O=C(Nc1ccc(Cl)cc1F)c1oc(=O)c2ccccc2c1-c1ccccc1	.	-4%	.	6	.	.	-1%	-2%	.
Cc1cc(C)c2nc(NC(=O)C3CC(=O)N(Cc4ccco4)C3)sc2c1 (configuration not stated)	2%	-7%[7.66 µM]	-0.9	-5	-15	-14%	0%	-22%[7.66 µM]	17
CCCC(=O)NC(=S)Nc1ccc(S(=O)(=O)N2CCc3ccccc32)cc1	-14%	-30%	-1.0	-26	?	-8%	19%	8.9µM*	0
CC(=O)Nc1ccc(N(C(=O)c2ccco2)C(C(=O)NC2CCCC2)c2ccncc2)cc1 (configuration not stated)	5%	-5%	-1.6	-7	-24	-16%	-4%	0%	-1
Cn1c(=O)c2cc(NC(=S)NC3CCCCC3)ccc2n1Cc1ccc(F)cc1	-3%	0%	-0.2	0	38	0%	9%	7%	5
COc1ccc(S(=O)(=O)N2CCOCC2)cc1NC(=O)CCc1c[nH]c2ccccc12	-12%	1%	-1.1	21	5	1%	17%	22%	9
Cn1c(=O)c(C(=O)NNC(=O)c2cccc(Cl)c2)c(O)c2ccccc21	-14%	-5%	-0.3	7	3	-2%	0%	?	-23
CC1CCN(S(=O)(=O)c2ccc3c(ccc(=O)n3CC(=O)NCc3ccccc3Cl)c2)CC1	.	0%	.	-8	.	.	-5%	0%	.
Cc1cc(NC(=O)C2CC(c3c(F)cccc3Cl)=NO2)n(-c2ccccc2)n1 (configuration not stated)	0%	-22%	0.3	0	16	-8%	6%	-14%	3
COc1ccccc1/C=C/C(=O)OCC(=O)c1c[nH]c2ccccc12	2%	-16%	0.2	-1	35	3%	-15%	-19%	0
COc1ccc([N+](=O)[O-])cc1NC(=O)COC(=O)c1ccccc1O	7%	9%	0.3	-5	-7	-14%	10%	17%	2
COc1cccc(CSc2nccn2C)c1	10%	3%	-0.4	-4	-9	-16%	-3%	7%	0
COc1cc(C)ccc1OCCOc1c(Cl)cc(Cl)cc1Cl	-30%[57.1 µM]	-5%	-1.1	0	5	-4%	16%	-23%	3
COc1ccccc1NS(=O)(=O)c1cccc(NC(=O)Cc2cccs2)c1	-33%[57.1 µM]	-4%[1.53 µM]	0.0	5	-6	-8%	-1%	?	-9
O=C(COC(=O)c1cc(=O)[nH]c2ccc(Br)cc12)c1ccccc1	-6%	-13%	-0.8	7	31	0%	11%	11%	0
CCOC(=O)N1C2c3ccccc3C(c3ccccc32)N1C(=O)OCC	1%	-6%	-1.0	7	1	4%	1%	9%	-5
Cc1ccc(-c2ccc(OC(=O)c3ccc(=O)[nH]c3)c(C)c2)cc1	4%	-13%	-3.5	19	25	5%	-2%	8%	30
O=C(COC(=O)c1ccc(F)cc1)NC1CC1	0%	0%	-0.3	-2	-1	-10%	0%	-3%	-2
CC(=O)Nc1cc(-c2cccc(C(=O)N(C)C)c2)cn2c(-c3ccccc3)cnc12	-12%	-1%	0.3	14	49	-10%	18%	-15%	-5
COc1ccc(-n2c(=S)[nH]c3sc(-c4ccccc4)cc3c2=O)c(OC)c1	?	-7%	-1.0	-20	4	-29%	-2%	13%	-4
CC1=NNC(=O)C1CC(=O)N/N=C/c1ccc(C)o1 (configuration not stated)	5%	-8%	-4.0	3	2	4%	-2%	0%	-6
COC(C[C@@H]1O[C@@H]1[C@H](O)[C@@H](C)OCc1ccccc1)OC	-1%	3%	-0.3	-5	-18	-9%	-1%	9%	1
Cc1ccc(S(=O)(=O)CCC(=O)OCc2cc(C)ccc2C)cc1	-4%	-7%	3.5	2	-8	-7%	21%	?	14
Cc1cc(C=O)c(C)n1-c1ccc2c(c1)OCO2	2%	5%	-3.0	1	-5	-5%	23%	-19%	?
CC(C)(C)c1nc(NCCN2CCOCC2)c2nnn(Cc3ccccc3Cl)c2n1	-3%	-5%	-3.1	27	-12	2%	6%	0%	.
CCc1ccc(C2=NN(S(C)(=O)=O)C(c3cccs3)C2)cc1 (configuration not stated)	-6%	18%	9.4	-2	-12	23%	0%	3%	.

Nothing new here: entries from further up.
SMILES	WRN helicase inh	GLP1R cytotox	IL2 activator	DRD3 agonist	DRD3 antagonist	PLK1 PBD block	GLP-1R agonist	GLP1R inv ag	PI5P4Ka inh
CC(C)(C)c1nc(NCCN2CCOCC2)c2nnn(Cc3ccccc3Cl)c2n1	-3%	-5%	-3.1	27	-12	2%	6%	0%	.
CCc1ccc(C2=NN(S(C)(=O)=O)C(c3cccs3)C2)cc1 (configuration not stated)	-6%	18%	9.4	-2	-12	23%	0%	3%	.
